Assay outcomes (PubChem)
MITF inh: MITF inhibitors, primary screen, biochemical, AlphaScreen, human; Microphthalmia-associated transcription factor (Homo sapiens), O75030; AlphaScreen MITF homodimerization, bead proximity signal; inhibition, % at 2.6 µM; 0.91% of 650,000 active; AID 1259374, 2018; in the data active means inhibition above about 50%;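 further: 0% = vehicle wells with protein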
Target sequence (O75030 whole entry, looked up): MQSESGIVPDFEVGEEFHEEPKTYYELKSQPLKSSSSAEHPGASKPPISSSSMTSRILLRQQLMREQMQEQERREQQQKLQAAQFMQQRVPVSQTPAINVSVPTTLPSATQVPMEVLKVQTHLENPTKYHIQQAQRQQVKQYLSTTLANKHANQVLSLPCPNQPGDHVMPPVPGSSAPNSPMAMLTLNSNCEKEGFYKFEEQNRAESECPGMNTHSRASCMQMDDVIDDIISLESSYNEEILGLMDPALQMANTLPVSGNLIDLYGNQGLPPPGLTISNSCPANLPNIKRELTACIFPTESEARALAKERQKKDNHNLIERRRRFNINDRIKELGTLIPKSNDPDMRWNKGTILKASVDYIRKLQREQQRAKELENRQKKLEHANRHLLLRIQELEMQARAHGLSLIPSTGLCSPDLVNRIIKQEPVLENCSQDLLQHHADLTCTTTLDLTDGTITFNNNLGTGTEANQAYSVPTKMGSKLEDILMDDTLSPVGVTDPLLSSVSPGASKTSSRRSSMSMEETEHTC
GPR151 ag: activators of human GPR151, primary screen, cell-based, PathHunter beta-arrestin, luminescence. 1% of 650,000 active. PathHunter beta-arrestin GPR151 cells. activation, % at 11.2 µM. G-protein coupled receptor 151 (Homo sapiens), Q8TDV0; in the data active means activation above about 4.9%;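 further: 0% = median of compound wells and 100% = cells with positive control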
Target sequence (Q8TDV0 whole entry, looked up): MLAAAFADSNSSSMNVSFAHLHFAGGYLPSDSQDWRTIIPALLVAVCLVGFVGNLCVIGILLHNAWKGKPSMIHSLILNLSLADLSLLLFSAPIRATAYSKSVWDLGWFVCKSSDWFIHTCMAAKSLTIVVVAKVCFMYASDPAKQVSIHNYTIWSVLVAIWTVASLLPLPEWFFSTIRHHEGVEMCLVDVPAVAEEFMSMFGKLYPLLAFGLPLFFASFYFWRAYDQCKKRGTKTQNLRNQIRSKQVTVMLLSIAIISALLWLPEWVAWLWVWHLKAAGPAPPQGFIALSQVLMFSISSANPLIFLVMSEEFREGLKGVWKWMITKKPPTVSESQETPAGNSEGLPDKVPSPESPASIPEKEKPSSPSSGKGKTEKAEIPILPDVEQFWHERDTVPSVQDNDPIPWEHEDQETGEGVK
TEAD-YAP inh: TEAD-YAP interaction inhibition, primary screen, TEAD-YAP interaction inhibitor project, luminescence, HEK-TIYL cells | TEAD-Gal4/YAP UAS-luciferase luminescence | 1.4% of 640,000 active | inhibition, % at 9.12 µM; in the data active means inhibition above about 32%;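 further: 0% = median of test compound wells and 100% = reference inhibitor wells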
FBW7 act: FBW7 E3 ligase activators, primary screen, biochemical, AlphaScreen, human; F-box/WD repeat-containing protein 7 (Homo sapiens), Q969H0; AlphaScreen FBW7–phospho-cyclin E peptide binding, activator screen; normalized activity (activation), % at 26.1 µM; 0.13% of 650,000 active; AID 1259310, 2017; in the data active means normalized activity above about 1.9%;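 further: purified mutant Fbw7 with reduced substrate affinity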
* marks the source's active call; other numbers are inactive results.

SMILES	MITF inh	GPR151 ag	TEAD-YAP inh	FBW7 act
COc1cc(C2C(C(C)=O)=C(O)C(=O)N2CCC(=O)O)ccc1O (stereo unspecified)	-3.7	1.1	-9.3	-0.3
CCOC(=O)C1(CC2CC2)CCN(Cc2ccc(NC(C)=O)cc2)CC1	-3.0	-0.1	-5.7	-0.1
Cc1ccc2c(c1)cc1c(=O)n(CC(=O)NCc3ccco3)nc(C)n12	13.9	-0.2	-7.8	0.2
COc1cc(/C=C/C(=O)N2C(=O)c3cccc(N)c3C2=O)cc(OC)c1OC	-8.4	-0.1	-12.2	-0.1
Cc1nn(C(C)C)c(C)c1CN1CCN(Cc2cccs2)C(CCO)C1 (stereo unspecified)	-26.3	0.6	2.5	0.1
Cc1cc[n+](-c2[nH]c(=O)sc2/C=N/NC(=O)c2ccccc2)cc1C	9.4	2.6	-32.8	0.0
CC(=O)c1ccc(NC(=O)CN2CCN(C)CC2)cc1	9.3	1.2	-34.3	0.0
O=C(Nc1nc2ccc(Cl)cc2s1)c1ccc2c(c1)OCO2	5.6	0.9	-71.8	0.0
CC(=O)OCC1OC(Oc2ccc(Cl)cc2Cl)C(OC(C)=O)C(OC(C)=O)C1OC(C)=O (stereo unspecified)	4.8	1.0	9.3	0.6
Cc1c(C(=O)N2CCCCC2)sc(NC(=O)c2ccc(F)cc2)c1C#N	-4.2	0.4	-5.0	-0.2
CCOc1cc(CN2CCC(C(=O)NC3CCCCCC3)CC2)ccc1O	-1.3	1.3	4.5	-0.2
COCCNCCOCCOc1ccc(Cl)c(C)c1	23.2	0.5	-1.0	0.2
O=C(Nc1cccc(OC(=O)c2cccc(S(=O)(=O)N3CCOCC3)c2)c1)c1cccc(S(=O)(=O)N2CCOCC2)c1	10.7	-0.9	16.6	-0.1
Fc1cccc(/C=N/Nc2ncnc3nc[nH]c23)c1	8.8	-7.1	9.2	-0.1
Cc1cc(C(=O)CN2C(=O)C3(OCCO3)c3cc([N+](=O)[O-])ccc32)c(C)o1	-3.6	-0.2	3.1	-0.1
O=C(Nc1ccc(-c2nc3cc(NC(=O)C45CC6CC(CC(C6)C4)C5)ccc3o2)cc1)C12CC3CC(CC(C3)C1)C2	-10.7	0.0	-9.0	-0.1
CSc1nc2ccc(NC(=O)CSc3nc4ccccc4s3)cc2s1	17.4	-1.8	-15.9	1.0
O=C(O)C1CSC(c2cccs2)=N1 (stereo unspecified)	0.4	-0.2	3.8	-0.1
NC1=NC(=O)/C(=C/c2ccc(OCCOc3ccccc3)cc2)S1	12.8	1.0	5.9	0.3
CCOC(=O)N1CCC(NC(C)COC)CC1 (stereo unspecified)	-17.9	0.9	8.5	-0.1
O=C(Cc1cccs1)NCCCN1CCOCC1	101.9*	-0.2	-4.0	0.0
C#CCOC(=O)C(NC(=O)c1ccccc1)=C(C)C	5.5	1.9	-5.0	0.1
COCCn1c(=NC(=O)C2=COCCO2)sc2cc(OC)ccc21	11.4	0.4	8.6	0.0
CCOc1ccc2c(c1)-c1c(ssc1=Nc1ccc(C)cc1)C(C)(C)N2C	0.8	-0.4	0.0	0.4
CCN(C(=O)C1CCC1)c1nnc(-c2cccnc2)s1	6.8	-1.1	-2.9	-0.1
CCCCCSc1nnc2c(n1)OC(c1ccc(OC)c(OC)c1)N(C(C)=O)c1ccccc1-2 (stereo unspecified)	20.0	0.0	6.8	-0.2
COc1ccc(-n2sc3c(c2=S)-c2cc(OC)ccc2NC3(C)C)cc1	26.9	1.2	-16.1	-0.9
Cc1c(C(=O)N2CCN(c3cccc(Cl)c3)CC2)cccc1[N+](=O)[O-]	13.3	0.8	-3.9	0.0
COCC(=O)N/N=C/c1c(C)[nH]n(-c2ccccc2)c1=O	12.6	-0.9	1.6	0.1
Cc1ccc(S(=O)(=O)CCC(=O)Nc2ccccc2Br)cc1	2.1	1.5	2.3	-0.1
COc1ccc(CN2CCN(S(=O)(=O)c3ccc(F)cc3)CC2)c(OC)c1	19.2	-0.7	-8.4	-0.1
O=[N+]([O-])c1ccc(N2CCN(c3ncnc4c3c(-c3ccccc3)cn4-c3ccc(F)cc3)CC2)cc1	-3.0	-1.7	-11.4	-0.1
CN(CCc1ccccc1)C1CCCN(C(=O)c2ccc(=O)n(C)n2)C1 (stereo unspecified)	-1.8	0.5	0.4	-0.1
COc1ccc(C2=NN(S(=O)(=O)c3ccc(C)cc3)C(c3cccc([N+](=O)[O-])c3)C2)cc1OC (stereo unspecified)	3.1	4.2	-4.9	0.1
COC(=O)c1c(NC(=O)c2cc(Cl)sc2Cl)sc2c1CC(C)(C)NC2(C)C	2.7	1.1	-3.2	0.1
COCC1CCN(C(=O)c2cc(COc3ccc(F)cc3Cl)on2)C1 (stereo unspecified)	1.0	3.4	-22.0	-0.1
COC(=O)c1cc([N+](=O)[O-])c(-n2cncn2)c([N+](=O)[O-])c1	11.4	-0.6	5.7	-0.1
O=C(Nc1ccc(Br)cn1)c1ccc([N+](=O)[O-])cc1Cl	6.7	0.0	-40.2	0.6
COCc1nnc(SCC(=O)Nc2c(C)n(C)n(-c3ccccc3)c2=O)n1-c1cccc2ccccc12	6.5	-0.2	6.8	-0.1
CC(C)(C)CC(C)(C)c1ccc(OCC(=O)Nc2nccs2)cc1	1.6	0.1	13.1	0.1
COc1cccc2cc(C(N)=O)c(=Nc3cccc(C(F)(F)F)c3)oc12	6.5	0.9	-8.1	0.0
COc1cccc(-c2nc(C=Nc3cc([N+](=O)[O-])ccc3C)c(O)o2)c1	0.5	0.1	-14.8	0.3
O=C(NNc1nc(-c2ccccc2)c2cc(Br)ccc2n1)c1cccs1	14.7	-0.8	0.0	-0.1
Cc1ccc(Nc2ncc(C#N)c(Nc3ccccc3)c2C#N)cc1	6.5	0.5	-12.1	0.0
COc1cc(C2NC(=O)NC(C)=C2C(=O)OC2CCCCC2)ccc1O (stereo unspecified)	-2.7	1.6	-12.8	0.0

Full records from above:
Listed for COC(=O)c1c(NC(=O)c2cc(Cl)sc2Cl)sc2c1CC(C)(C)NC2(C)C : MITF inh = 2.7; GPR151 ag = 1.1; TEAD-YAP inh = -3.2; FBW7 act = 0.1
Listed for COc1ccc(C2=NN(S(=O)(=O)c3ccc(C)cc3)C(c3cccc([N+](=O)[O-])c3)C2)cc1OC (stereo unspecified) : MITF inh = 3.1; GPR151 ag = 4.2; TEAD-YAP inh = -4.9; FBW7 act = 0.1

Additional entries follow.
SMILES	MITF inh	GPR151 ag	TEAD-YAP inh	FBW7 act
CCCCC1CN(CCC(=O)NCc2cn(C)nc2C)Cc2ccccc2O1 (stereo unspecified)	-19.2	-1.0	-1.7	0.2
Nn1cnn2c(SCc3ccc([N+](=O)[O-])cc3)nnc12	4.5	0.4	2.9	-0.1
CCC(=O)N1CCc2cc(Br)cc(S(=O)(=O)NC(C)(C)C)c21	-4.6	0.1	-1.9	0.0
COCCOC(=O)C1=C(C)NC2=C(C(=O)CCC2)C1c1coc2ccc(C)cc2c1=O (stereo unspecified)	-5.9	-0.5	-0.2	0.0
O=C(NCCCN1CCCC1=O)c1cc(COc2ccc3ncccc3c2)on1	-10.3	0.8	36.9*	-0.1
CCOC(=O)C1=NN(C(C)=O)C2C(=O)N(c3cc(C)cc(C)c3)C(=O)C12 (stereo unspecified)	11.8	-0.8	-0.1	0.0
Cc1sc2ncn(CC(=O)NCC(=O)Nc3ccccc3F)c(=O)c2c1C	10.3	0.9	3.0	0.4
CN1CCCN(C(=O)C2CC23CCN(C/C(Cl)=C/c2ccccc2)CC3)CC1 (stereo unspecified)	-9.1	0.0	-2.9	-0.2
O=C(CSc1nc2ccccc2[nH]1)Nc1nc2ccc([N+](=O)[O-])cc2s1	-4.2	-0.8	-3.1	-0.2
CCC(C(=O)NCC(C)c1ccccc1)n1c2ccccc2c2nc(=O)cc(C)n21 (stereo unspecified)	8.6	0.2	4.0	-0.1
O=C(c1nc2sccn2c1CNCC1OCCc2ccccc21)N1CCCC1 (stereo unspecified)	-1.2	0.3	-2.8	-0.1
CCC(=O)N1CCC[C@H]1Cn1nnc2ccccc2c1=O	-9.8	-0.1	-0.9	-0.1
CC(C)C(=O)NNC(=O)COc1cccc(Cl)c1	5.0	0.6	3.8	0.1
CC(=O)C1=C(O)C(=O)N(CCN2CCOCC2)C1c1ccc(C)cc1 (stereo unspecified)	-7.9	0.5	-1.1	-0.1
Cc1ccc(CN2CCN3C(=O)CN(C)C(=O)[C@H]3C2)cc1	8.0	1.3	9.6	0.9
O=C(c1ccc(S(=O)(=O)c2ccc(F)cc2)c([N+](=O)[O-])c1)N1CCCCC1	21.3	0.3	-13.1	0.0
O=C(Cc1cccc2ccccc12)NCCOc1ccccc1Cl	6.4	1.3	-0.1	0.2
C=CCNc1nc2ccccc2nc1NS(=O)(=O)c1cccc(Cl)c1	-8.3	-0.3	-1.5	0.0
CCOC(=O)C1=C(C)NC2=C(C(=O)C(C(=O)OCC)C(c3cccc(OC)c3)C2)C1c1ccc(O)c(OC)c1 (stereo unspecified)	2.4	1.2	3.9	0.2
Cn1cnc2c(NC3CCCC3)ncnc21	-0.1	-0.1	8.4	0.1
COc1ccccc1CNC(=O)NCCC(=O)c1ccc(F)cc1	-0.6	0.6	0.4	0.0
COC(=O)c1ccc2c(c1)sc(=NC(=O)c1nn(C)cc1C)n2C	-3.9	-0.7	-40.6	-0.3
Cc1ccc(COc2cc3oc(=O)cc(C)c3cc2Cl)cc1	-3.6	0.8	-9.5	0.0
O=C(NC1(C(F)(F)F)C(=O)Nc2c1c(=O)[nH]c(=O)n2Cc1ccco1)C1CC1 (stereo unspecified)	1.1	-1.7	-1.7	0.5
CC1CCN(S(=O)(=O)c2ccc(NC(C(=O)NC(C)(C)C)c3cccs3)cc2)CC1 (stereo unspecified)	0.5	1.2	2.8	-0.3
COC(=O)c1c(NC(=O)COc2ccc(Br)cc2Br)sc2c1CCC2	7.4	-0.8	1.5	0.0
CCOC(=O)c1ccc2c(c1)C1C=CCC1C(c1ccccc1F)N2 (stereo unspecified)	-9.4	1.5	-7.8	-0.1
O=C(Nc1ccccc1Cl)/C(=C/c1cccc([N+](=O)[O-])c1)NC(=O)c1ccc(F)cc1Cl	-4.7	-0.1	8.4	0.0
CCOC(=O)C(=Cc1ccc(-c2ccc(OC)cc2)o1)C(=O)OCC	9.8	3.1	9.0	0.2
O=C(/C=C/c1ccccc1Cl)NCC1CCC2(CCN(Cc3cccnc3)CC2)O1 (stereo unspecified)	4.0	0.7	5.7	0.2
COc1cc(OC)nc(N2CCN(C(=O)c3ccccc3NS(C)(=O)=O)CC2)n1	4.6	0.5	-6.3	0.0
O=C(NCc1ccccc1)C1CCCN(C(=O)NC2CCCCC2)C1 (stereo unspecified)	3.3	-0.8	0.9	0.2
Cc1ccc(NC(=O)NNC(=O)c2ccc3c(c2)NC(=O)C(C)(C)O3)cc1	12.6	0.3	-6.2	0.0
COc1ccccc1N=C1SCCN1C(=O)c1ccc([N+](=O)[O-])o1	3.2	-1.0	4.3	2.2*
CCOC(=O)c1c(NC(=O)c2ccc(S(=O)(=O)N3CCCc4ccccc43)cc2)sc2c1CCN(C(C)C)C2	-11.2	0.8	-1.3	0.2
CCc1sc(/C=C2\C(=O)ON=C2c2ccccc2)cc1[N+](=O)[O-]	0.2	1.0	0.1	0.2
CN1C(=O)c2ccccc2C(C(=O)O)C1c1ccc(F)c(F)c1 (stereo unspecified)	-1.2	1.2	0.8	-0.1
COc1ccc(NC(=O)c2cc(C(C)C)on2)cc1	-3.1	-1.0	-74.2	0.1
CCOc1ccc2c(c1)CC(c1nc3ccc(-c4ccnc(N)n4)cc3o1)CO2 (stereo unspecified)	-7.0	-0.1	-4.0	-0.3
CCc1ccc(NC(=O)CSc2nc3ccc(NC(=O)c4ccccc4OC)cc3s2)cc1	1.4	-0.2	-11.2	-0.2
CCC(C)N1C(=O)S/C(=C/c2cccc(OC)c2)C1=O (stereo unspecified)	-10.4	0.5	-52.9	-0.1
COc1ccc(-c2nc(CS(=O)(=O)CC(=O)NCCCN3CCCC3=O)c(C)o2)cc1	6.0	0.1	9.0	-0.4
COc1cc(/C=C2\SC(=S)N(c3ccc(O)c(C(=O)O)c3)C2=O)cc(OC)c1OC	4.3	0.6	-8.6	0.1

Already shown: three of the compounds above.
SMILES	MITF inh	GPR151 ag	TEAD-YAP inh	FBW7 act
CCC(C)N1C(=O)S/C(=C/c2cccc(OC)c2)C1=O (stereo unspecified)	-10.4	0.5	-52.9	-0.1
COc1ccc(-c2nc(CS(=O)(=O)CC(=O)NCCCN3CCCC3=O)c(C)o2)cc1	6.0	0.1	9.0	-0.4
COc1cc(/C=C2\SC(=S)N(c3ccc(O)c(C(=O)O)c3)C2=O)cc(OC)c1OC	4.3	0.6	-8.6	0.1

Only GPR151 ag, FBW7 act and TEAD-YAP inh, for 2 of the compounds above:
| structure | GPR151 ag | FBW7 act | TEAD-YAP inh |
| --- | --- | --- | --- |
| CCc1sc(/C=C2\C(=O)ON=C2c2ccccc2)cc1[N+](=O)[O-] | 1.0 | 0.2 | 0.1 |
| CN1C(=O)c2ccccc2C(C(=O)O)C1c1ccc(F)c(F)c1 (stereo unspecified) | 1.2 | -0.1 | 0.8 |
